Source: PubChem BioAssay
m5-HT2A agonist: mouse HTR2A agonism via beta-arrestin recruitment; 360,000 compounds, 0.66% hits; P35363; activation, % at 7.6 µM; CHO-K1 mHTR2A beta-arrestin complementation, luminescence; percent of 30 µM serotonin response;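 active = activation above a run cutoff, the mean activation of all tested compounds plus 3 SD, cut at about 14% in these data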;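 also: 0% = plate median of compound wells and 100% = 30 µM serotonin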
Target sequence (P35363 whole entry, looked up): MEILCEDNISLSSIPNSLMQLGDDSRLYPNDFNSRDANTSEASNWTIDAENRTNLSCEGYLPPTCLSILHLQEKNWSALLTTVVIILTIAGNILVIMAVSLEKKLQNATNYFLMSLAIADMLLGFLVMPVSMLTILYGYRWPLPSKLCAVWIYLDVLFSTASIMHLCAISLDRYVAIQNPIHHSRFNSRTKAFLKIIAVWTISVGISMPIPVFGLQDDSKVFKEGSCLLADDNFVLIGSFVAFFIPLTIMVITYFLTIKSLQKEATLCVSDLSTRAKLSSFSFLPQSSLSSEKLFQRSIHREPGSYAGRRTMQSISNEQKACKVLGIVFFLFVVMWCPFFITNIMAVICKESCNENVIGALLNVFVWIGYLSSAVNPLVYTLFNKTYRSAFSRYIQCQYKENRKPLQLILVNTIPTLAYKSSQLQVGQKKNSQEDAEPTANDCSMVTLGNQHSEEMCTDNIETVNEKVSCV
TRPM1 prom inh: MITF TRPM1 promoter inhibition in SK-MEL-5 cells | SK-MEL-5 TRPM1 promoter luciferase, 24 h | inhibition, % at 12.5 µM | 330,000 compounds, 0.83% hits | AID 488899;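 active = mean inhibition across replicates of 60% or more, whatever share of single replicates reaches that level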; also: values of inactives mirror those of a sister screen read the other way
CaV13 ICDI inh: Disruptors of the CACNA1D IQ motif to Ca2+-dependent inactivation inhibitor domain association, primary screening, Förster resonance energy transfer in intact living …; HEK cells, CFP/YFP FRET ICDI-IQ, plate reader, 10 min; percent FRET-ratio fall versus neutral wells; inhibition, % at 12.3 µM; 340,000 compounds, 0.098% hits;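 active = mean replicate inhibition of at least 30% and at least 1% of replicates passing that level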;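 also: 0% = median of the neutral control wells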
NR2E3 ag-1: human photoreceptor-specific nuclear receptor agonism; Q9Y5X4; CHO-S Gal4-NCOR/VP16-NR2E3 two-hybrid, luciferase; inhibition of corepressor binding, % at 3.98 µM; 360,000 compounds, 0.35% hits; AID 602229;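 active = inhibition above the mean of all tested compounds plus 3 SD, cut at about 70% in these data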;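 also: 0% = DMSO with NR2E3 transfected cells and 100% = cells lacking NR2E3 construct; higher means lower luciferase signal from less NR2E3 corepressor binding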
PDI inh: blocks human protein disulfide isomerase activity; 350,000 compounds, 0.052% hits; PDI insulin aggregation turbidity, A650, 90 min; inhibition, % at 10 µM; AID 588391;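 active = mean inhibition across replicates of 30% or more, whatever share of single replicates reach that level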;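 also: absorbance from insulin aggregation driven by PDI reduction with DTT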
Target sequence (P07237 whole entry, looked up): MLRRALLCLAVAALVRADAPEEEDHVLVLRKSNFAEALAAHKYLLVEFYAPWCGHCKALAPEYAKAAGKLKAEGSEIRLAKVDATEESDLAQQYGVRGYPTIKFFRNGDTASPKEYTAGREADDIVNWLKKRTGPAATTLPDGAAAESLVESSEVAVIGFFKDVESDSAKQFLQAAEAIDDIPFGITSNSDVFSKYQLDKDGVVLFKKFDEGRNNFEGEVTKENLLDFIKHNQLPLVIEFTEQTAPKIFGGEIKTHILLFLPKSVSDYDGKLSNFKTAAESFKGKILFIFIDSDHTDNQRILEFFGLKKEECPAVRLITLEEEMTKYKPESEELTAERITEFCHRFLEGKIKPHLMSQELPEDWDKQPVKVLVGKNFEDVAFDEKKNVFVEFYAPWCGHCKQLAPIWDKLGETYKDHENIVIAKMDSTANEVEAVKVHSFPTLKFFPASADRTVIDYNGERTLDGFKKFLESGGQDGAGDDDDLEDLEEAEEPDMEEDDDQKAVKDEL
HIF-2a inh: blocks HIF-2a reporter activity; 786-0 RCC cells HIF-2a reporter, luciferase luminescence, overnight; 360,000 compounds, 0.72% hits; inhibition, % at 18.8 µM;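 active = inhibition of the luminescence signal of 40% or more relative to plate controls, in a single-dose primary screen at 18.75 µM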
NR2E3 ag-2: activates human photoreceptor nuclear receptor NR2E3; Q9Y5X4; GST-NR2E3/biotin-RetCOR TR-FRET, 1536-well; inhibition of corepressor binding, % at 4.78 µM; 320,000 compounds, 0.12% hits; AID 2300;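 active = percent inhibition above the cutoff of mean plus 3 SD of all tested compounds, set per screening campaign, cut at about 20% in these data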;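 also: 0% = DMSO wells and 100% = biotin wells as full block of FRET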
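Test system – NR2E3–RetCOR corepressor complex · Quantity – NR2E3 fusion 1.35 nM · Buffer or medium – Tris pH 7.5 · Incubation – Compound–protein incubation for 5 h at 4 °C · Technique – TR-FRET, Eu(K)-anti-GST donor, streptavidin-D2 acceptor, ex 340, em 617/671 nm · Evaluation – percent inhibition of 671/617 nm emission ratio versus biotin and DMSO controls · Plate – 1536-well format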
Peg3 prom inh: Peg3 promoter activity inhibition; HeLa PEG-Prom luciferase reporter, luminescence, overnight; inhibition, % at 20 µM; 360,000 compounds, 1.7% hits; AID 588405;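 active = inhibition of at least 50% at 20 µM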
Shn3 3UTR inh: reduces Shn3 3'UTR luciferase signal in osteoblasts; Clone20 osteoblast Shn3 3'UTR firefly luciferase, 24 h; inhibition, % at 12.5 µM; 360,000 compounds, 0.52% hits;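 active = mean inhibition of at least 75% with every replicate also reaching 75%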;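 also: 0% = median of neutral control wells and 100% = pilot-screen positive control compound; some compounds past the cut are filed as inactive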
Cardio protect: protects H9c2 cardiomyocytes from peroxide injury. H2O2 injury protection, ATPLite, 2 h. protection from H2O2 cell death, % at 20 µM. 360,000 compounds, 0.63% hits;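 active = compounds giving at least 50% protection of heart cells from peroxide-induced death in the single-dose screen, raw or plate-pattern-corrected value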;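 also: 0% = DMSO wells with peroxide and 100% = DMSO wells without peroxide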
iPSC survival up: increases survival of single human iPS cells. survival enhancement, % at 20 µM. 360,000 compounds, 0.044% hits. AID 602274. hiPSC single-cell survival, ATPlite luminescence; 100% = ROCK inhibitor wells, 0% = DMSO; in the data active = survival enhancement above about 18%;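 also: cells exposed to compounds for 16 hours before the ATP read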
* hit, by the source's call; · = no result given.

SMILES | m5-HT2A agonist | TRPM1 prom inh | CaV13 ICDI inh | NR2E3 ag-1 | PDI inh | HIF-2a inh | NR2E3 ag-2 | Peg3 prom inh | Shn3 3UTR inh | Cardio protect | iPSC survival up
CCOC(=O)[C@]12CCC=C1N(Cc1ccc(Cl)cc1Cl)C(=O)[C@H](CC(=O)NCc1ccccc1)C2 | 0.5 | · | -1.5 | -7.0 | · | -4.3 | · | · | · | · | -0.4
COc1ccc(NC(=O)CN(C)C(=O)c2cc(C)on2)cc1 | -8.3 | 1.9 | -5.2 | 10.3 | 6.1 | 15.2 | -1.0 | 9.1 | -46.4 | -1.0 | -0.2
CCCCn1nnnc1C(c1ccccc1)N1CCN(c2ccccc2)CC1 (stereo not given) | -6.3 | · | -6.8 | 3.0 | · | 7.7 | · | · | · | · | 0.0
Cc1ccc2c(c1)NC(=O)C(CC(=O)NCCCN1CCN(c3cc(C)ccc3C)CC1)O2 (stereo not given) | -4.5 | -0.8 | -9.9 | -6.7 | · | 8.0 | 0.1 | 7.4 | 14.3 | 6.7 | -0.1
COCCSc1nnc(NC(=O)C2CC(=O)N(C3CCCC3)C2)s1 (stereo not given) | -0.3 | -5.2 | -3.2 | -12.6 | 1.5 | 9.9 | -1.2 | -10.6 | 0.4 | 2.4 | 0.6
O=c1oc(Cc2ccccc2)nc2ccccc12 | -2.8 | -4.8 | -4.0 | -68.7 | 6.6 | -61.9 | 0.9 | -25.2 | -20.0 | 1.0 | 1.0
CCc1nc2c(OCc3cc(Cl)cc(Cl)c3)cccn2c1N(C)C(=O)c1cccc(OC)c1 | -5.2 | · | -6.8 | 43.8 | 0.5 | -1.3 | · | 27.4 | 17.0 | -4.7 | -2.3
COc1ccc(CN(C)CCCn2ccc(NC(=O)OCc3ccccc3)nc2=O)cc1OC | -4.2 | · | -4.7 | -18.7 | 1.9 | -4.9 | · | -3.9 | -5.8 | 7.9 | -1.6
COc1cc(-c2ccc(NC(=O)CN3CCC(C)CC3)c(OC)c2)ccc1NC(=O)CN1CCC(C)CC1 | -1.1 | 13.8 | -3.6 | -5.6 | -2.3 | 19.7 | · | 23.7 | 0.4 | -6.8 | 4.9
CS(=O)(=O)N1CCCC(C(=O)Nc2ccccc2C(F)(F)F)C1 (stereo not given) | 3.5 | 0.1 | -0.9 | 0.2 | -1.9 | 10.6 | 3.0 | 5.3 | 13.5 | 6.6 | 0.2
COC(=O)CNC(=O)c1cn(CC(C)C)c(=O)c2cc(OC)c(OC)cc12 | -2.4 | 2.1 | -4.0 | 2.9 | -1.9 | 12.8 | -5.4 | 8.8 | -12.3 | 1.7 | 0.2
CC(=O)NC(c1cccc(F)c1)c1nc(-c2cnn(C)c2)cs1 (stereo not given) | 6.4 | · | -6.1 | 13.9 | 10.8 | 16.8 | · | 5.1 | 10.6 | 0.0 | 0.9
COc1ccc(/C=C/C(=O)NC(=S)NNC(=O)c2cccs2)cc1OC | 2.0 | -1.4 | -12.4 | -9.8 | 0.0 | 8.9 | 2.6 | 15.5 | · | 6.3 | -0.6
CCCC[C@@H]1CN=C(N)N1CC(C)(C)C | 0.8 | -10.6 | -11.0 | -34.5 | -9.2 | 3.0 | -0.5 | -9.7 | 10.3 | -1.4 | -0.4
COc1cccc(C(=O)Oc2cccc(N3C(=O)C4C5CC(C(Br)C5Br)C4C3=O)c2)c1 (stereo not given) | -3.2 | 11.4 | -5.8 | -10.4 | -2.0 | 11.9 | 2.3 | -4.4 | 5.6 | 4.8 | 0.3
COc1cccc(OCc2cc(C(=O)N3CCN(C4CCCC4)CC3)no2)c1 | -1.3 | -19.3 | · | -6.2 | -3.3 | -22.9 | 1.9 | -5.1 | -13.0 | -4.1 | 0.3
CC(=O)c1ccc(Cc2ncc(C(F)(F)F)cc2Cl)s1 | -1.6 | 2.2 | -1.9 | -13.5 | 1.4 | -1.0 | 2.4 | 4.6 | 10.4 | -3.8 | -0.5
O=C(CSc1n[nH]c(=O)n1C1CC1)Nc1ccc(OC(F)(F)F)cc1 | 5.2 | -2.5 | -3.4 | 2.6 | 3.5 | 7.1 | · | 9.2 | 5.3 | -1.1 | 1.8
Cc1ccc(NC(=O)COC(=O)c2c[nH]c3ccccc23)cc1C | 7.2 | 12.4 | -4.7 | -21.0 | 5.6 | -46.7 | -0.3 | -13.8 | -8.0 | -4.5 | -0.4
CCOC(=O)N1CCC(NC(=O)COc2cc(=O)n(C)c3ccccc23)CC1 | 1.6 | 1.1 | 12.6 | -17.1 | · | -7.6 | 4.9 | 0.7 | 4.7 | 4.1 | -0.3
COc1ccc(CCNC(=O)C(=O)Nc2ccc3c(c2)OCCO3)cc1OC | 0.6 | -7.1 | -6.3 | -16.8 | 2.9 | -8.8 | 1.2 | 4.0 | 5.5 | -10.1 | -0.4
CSc1nc(-c2ccco2)nn1C(=O)c1ccco1 | -5.5 | · | -1.8 | -10.2 | · | 8.1 | -0.3 | -4.8 | -49.3 | 14.8 | 0.6
O=C(CSc1nc2ccccc2s1)N1N=C(c2cccs2)CC1c1ccc(F)cc1 (stereo not given) | -1.1 | 0.9 | -5.7 | 4.7 | -5.1 | 19.4 | 1.5 | 31.5 | -12.8 | -2.9 | -0.5
O=C(CN(C1CCCCC1)S(=O)(=O)c1ccc(Br)cc1)NCc1ccncc1 | -3.4 | -16.3 | -6.2 | -12.4 | 1.5 | 15.1 | 1.0 | -2.5 | 8.3 | 15.0 | 0.1
CCn1c(SCC(=O)Nc2ccc(F)cc2)nnc1C1CC1 | 2.5 | 0.4 | -3.1 | 5.9 | 9.3 | -33.5 | 3.2 | -16.1 | -21.2 | -4.2 | 0.2
(more compounds)
SMILES | m5-HT2A agonist | TRPM1 prom inh | CaV13 ICDI inh | NR2E3 ag-1 | PDI inh | HIF-2a inh | NR2E3 ag-2 | Peg3 prom inh | Shn3 3UTR inh | Cardio protect | iPSC survival up
Cc1cc(NCCCN2CCOCC2)n2ncc(-c3ccc(Cl)cc3)c2n1 | -3.2 | -7.1 | -5.4 | -92.0 | 2.8 | -179.7 | -2.4 | -111.0 | -6.5 | 2.6 | -2.6
CC1CCN(c2nnc(N3CCC(C)CC3)c3ccccc23)CC1 | 0.4 | · | -7.9 | -15.3 | 2.9 | 6.3 | 1.7 | 21.3 | 21.6 | -24.9 | 1.4
Cc1cc(C)c(C(=O)N2CCCC(CNS(=O)(=O)N(C)C)C2)o1 (stereo not given) | -6.7 | -11.2 | -6.4 | -16.1 | 5.6 | -23.4 | 1.6 | -11.5 | -18.6 | 1.8 | -0.3
O=C(CCCCCNC(=O)c1ccccc1)N/N=C/c1ccc(O)cc1O | 0.7 | -16.3 | -10.0 | -6.1 | 1.7 | 12.4 | -5.1 | -6.3 | 0.3 | 40.2 | 4.9
COc1cccc(C(NC(C)=O)c2nc(-c3cccnc3)cs2)c1 (stereo not given) | 0.4 | · | -10.8 | -9.4 | 0.1 | 4.5 | · | -4.6 | -24.3 | 6.3 | -0.9
O=C(CCN1CCCCCC1)Nc1ccc(F)c(F)c1 | -4.3 | -7.1 | -5.0 | -10.1 | 3.6 | 16.3 | -2.1 | 8.4 | -27.1 | 4.8 | -1.2
CC(=O)c1ccccc1OCC(O)CN1CCN(CCN2C(=O)c3cccc4cccc(c34)C2=O)CC1 (stereo not given) | -2.8 | -5.9 | 3.7 | 8.5 | -10.9 | -7.1 | -0.7 | 16.9 | 54.2 | 58.4* | -0.6
COc1cccc(C(=O)NC(=S)Nc2ccc3[nH]c(=O)[nH]c3c2)c1 | -8.7 | -8.1 | -7.5 | -2.4 | 7.0 | 4.9 | -0.8 | 10.2 | 12.6 | -1.2 | -0.2
C[C@H](CO)N1C[C@H](C)[C@@H](CN(C)C(=O)NC2CCCCC2)Oc2c(NC(=O)C3CC3)cccc2C1=O | 2.9 | 10.6 | -6.4 | 4.2 | 0.6 | 8.1 | · | -9.2 | -34.0 | -3.2 | -1.9
O=C(CN1CCN(C(=O)c2ccc(-c3nc4ccccc4s3)o2)CC1)Nc1ccc(F)cc1 | -3.2 | 11.0 | -1.7 | -58.5 | 0.5 | -147.3 | -2.5 | -58.9 | -8.9 | 3.4 | 0.2
Cc1ccsc1C(=O)OCC(=O)c1ccc(OC(F)F)cc1 | -1.8 | -28.4 | -4.7 | -2.9 | 1.6 | -87.4 | -0.8 | -109.5 | -75.5 | -10.2 | -0.3
CSc1nc(C)cc(OCC(=O)N2CCOCC2)n1 | 3.5 | 9.6 | -1.1 | -13.7 | 9.6 | 8.8 | 1.3 | 13.3 | 7.7 | 15.0 | -1.3
COc1ccc(/C(C)=N/Nc2ccccc2Cl)c(O)c1 | 0.9 | -39.7 | -5.4 | -40.6 | 2.7 | -319.0 | 4.7 | -208.1 | -80.6 | -1.2 | -0.7
Cc1ccc(NC(=O)C(Nc2ccccc2)c2ccccc2)cc1 (stereo not given) | 2.6 | 1.2 | -6.3 | -10.4 | 13.4 | 19.2 | -5.2 | 4.1 | 10.7 | -1.9 | 2.2
c1ccc2[nH]c(CN3CCCCC3)nc2c1 | 1.9 | -1.3 | · | -20.4 | 6.9 | 2.9 | 6.7 | 7.6 | -26.9 | 5.9 | 1.1
CN(C)c1ncc(S(=O)(=O)c2ccc(Cl)cc2)c(-c2ccc(Cl)cc2Cl)n1 | 0.0 | -3.7 | -4.4 | -14.1 | -5.1 | 16.4 | 0.4 | 36.0 | 27.5 | -7.3 | -1.3
C/C(=N/NC(=O)c1ccco1)c1ccc(Br)s1 | 12.2 | -41.7 | -2.7 | -66.3 | 7.6 | -161.7 | · | -176.8 | -30.3 | -2.0 | 0.8
S=c1[nH]nc(COc2ccc(Cl)cc2)n1Cc1ccco1 | -2.0 | 2.5 | -12.4 | -0.7 | 6.9 | -5.1 | -1.4 | -12.0 | 6.2 | -0.6 | -0.5
CC(=O)Nc1nnc(CCS(=O)(=O)c2ccc(C)cc2)s1 | 0.8 | -3.8 | -4.5 | 11.0 | -6.9 | 6.0 | -0.3 | -17.1 | -9.4 | -4.7 | 0.7
CCCCOCCCNC(=O)c1ccc(NC(C)=O)cc1 | 0.2 | 6.2 | · | 9.3 | 0.8 | 10.4 | -3.6 | -3.9 | 7.1 | 1.2 | 4.8
COc1ccc(CSc2nncn2N)cc1Br | 4.6 | -7.7 | -2.0 | -10.8 | 6.2 | 15.0 | 4.9 | -3.7 | 4.6 | -3.3 | 4.2
CCc1nnc(NC(=O)CCC(=O)N2CCN(Cc3cc(F)ccc3OC)CC2)s1 | -5.0 | -4.3 | -6.2 | 5.6 | -3.3 | 2.8 | 0.9 | 7.9 | -25.9 | -5.0 | 1.4
